CTSL1 counter: Fasciola hepatica cathepsin L1 inhibitors, primary screen, counter-screen for PFM18AAP inhibitor project, biochemical, QFRET, fluorogenic peptide substrate; recombinant F. hepatica cathepsin L1, Z-Leu-Arg-MCA fluorescence; inhibition, % at 5.96 µM; 0.49% of 300,000 active; AID 1906, 2009;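 active = inhibition above the mean of all tested compounds plus 3 SD, set per screening campaign, cut at about 17% in these data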;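 also: 0% = plate median of test compound wells and 100% = 1 µM Z-Phe-Ala-diazomethylketone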
PP5 inh: PP5 phosphatase inhibitors, primary screen, biochemical, fluorescence; 0.18% of 320,000 active; AID 1987, 2009; Serine/threonine-protein phosphatase 5 (Homo sapiens), P53041; purified PP5c, OMFP substrate fluorescence; inhibition, % at 6.7 µM;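 active = inhibition above the campaign's mean inhibition across all tested compounds plus 3 SD, cut at about 9.5% in these data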;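 also: 0% = DMSO only and 100% = 100 µM cantharidin control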
proCasp3 act: activators of human procaspase-3 D3A mutant, primary screen, biochemical, absorbance, PC-3 D3A mutant, single concentration. Caspase-3 (Homo sapiens), P42574. recombinant procaspase-3 D3A, Ac-DEVD-pNA absorbance 405 nm. activation, % at 8.5 µM. 0.11% of 330,000 active. AID 463141, 2010;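 active = activation above the mean of all tested compounds plus 3 SD, cut at about 21% in these data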;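 also: 0% = DMSO alone and 100% = DMSO wells spiked with extra 5 µM PC-3 D3A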
Target sequence (P42574 whole entry D9A/D28A/D175A): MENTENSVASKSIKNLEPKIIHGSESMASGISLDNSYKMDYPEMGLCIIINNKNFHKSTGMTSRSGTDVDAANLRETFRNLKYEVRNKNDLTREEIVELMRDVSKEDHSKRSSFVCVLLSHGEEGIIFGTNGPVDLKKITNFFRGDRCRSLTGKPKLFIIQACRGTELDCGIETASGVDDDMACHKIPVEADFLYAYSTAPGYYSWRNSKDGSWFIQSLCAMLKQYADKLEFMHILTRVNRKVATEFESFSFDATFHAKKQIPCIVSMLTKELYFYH
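Test system: Procaspase-3 D3A mutant, all three cleavage aspartates alanine | Dosing: Single dose, 8.5 µM nominal compound, 0.8% DMSO | Schedule: 1 h preincubation, 2 h reaction | Technique: 405 nm absorbance of p-nitroaniline, reads at 0 and 120 min | Repeats: One well per compound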
AHR activator: AHR activators, primary screen, cell-based, luminescence, luciferase reporter, human. AID 2796, 2010. 2.5% of 320,000 active. AHR-responsive luciferase reporter cells. activation, % at 5 µM; in the data active = activation above about 47%;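 also: 0% = vehicle wells and 100% = reference agonist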
HCV core dimer: inhibitors of HCV core protein dimerization, primary screen, biochemical, TR-FRET, high-throughput; 0.33% of 300,000 active; AID 1899, 2009; TR-FRET GST/Flag-core106 dimerization, 1536-well; inhibition, % at 5 µM;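 active = inhibition above the mean of all tested compounds plus 3 SD, set per screening campaign, cut at about 45% in these data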
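Assay system – GST-tagged and Flag-tagged HCV core protein residues 1-106 · Quantity – core106 proteins, GST 13.5 nM and Flag 17 nM · Benchmarks – unlabelled core106 and no-GST-core106 wells · Read-out basis – percent inhibition of core106 dimerization signal · Detection – time-resolved FRET, ex 340 nm, em 617 and 671 nm · Schedule – 4 h at 22.5 °C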
PP1 inh: PP1-alpha phosphatase inhibitors, primary screen, counter-screen for PP5 inhibitor project, biochemical, fluorescence, OMFP substrate, single point; Serine/threonine-protein phosphatase PP1-alpha catalytic subunit (Homo sapiens), P62136; purified PP1alpha; inhibition, % at 6.7 µM; 0.9% of 320,000 active; AID 2235, 2010;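 active = inhibition above the mean inhibition of all tested compounds plus 3 SD, computed separately for each screening campaign, cut at about 15% in these data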
Target sequence (P62136 whole entry, looked up): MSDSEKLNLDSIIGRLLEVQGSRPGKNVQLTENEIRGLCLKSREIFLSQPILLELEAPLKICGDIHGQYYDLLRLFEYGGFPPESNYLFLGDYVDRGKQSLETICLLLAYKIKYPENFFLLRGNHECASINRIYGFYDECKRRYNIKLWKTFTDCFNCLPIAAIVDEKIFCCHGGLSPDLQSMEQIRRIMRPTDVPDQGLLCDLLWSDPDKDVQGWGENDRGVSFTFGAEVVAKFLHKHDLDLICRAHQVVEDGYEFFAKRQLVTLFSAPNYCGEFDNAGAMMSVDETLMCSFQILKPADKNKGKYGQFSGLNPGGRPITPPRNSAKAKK
proCasp7 act: procaspase-7 activators, primary screen, counter-screen for procaspase-3 activator project, biochemical, absorbance, HTS, human; Caspase-7 (Homo sapiens), P55210; recombinant procaspase-7, Ac-DEVD-pNA absorbance 405 nm; D23A/D198A/D206A triple mutant, cannot self-cleave; scale: DMSO 0, 5 µM enzyme 100; activation, % at 8.5 µM; 0.093% of 330,000 active; AID 463210, 2010;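 active = percent activation above the screen-wide mean plus 3 SD, cut at about 25% in these data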
Target sequence (P55210 whole entry D23A/D198A/D206A): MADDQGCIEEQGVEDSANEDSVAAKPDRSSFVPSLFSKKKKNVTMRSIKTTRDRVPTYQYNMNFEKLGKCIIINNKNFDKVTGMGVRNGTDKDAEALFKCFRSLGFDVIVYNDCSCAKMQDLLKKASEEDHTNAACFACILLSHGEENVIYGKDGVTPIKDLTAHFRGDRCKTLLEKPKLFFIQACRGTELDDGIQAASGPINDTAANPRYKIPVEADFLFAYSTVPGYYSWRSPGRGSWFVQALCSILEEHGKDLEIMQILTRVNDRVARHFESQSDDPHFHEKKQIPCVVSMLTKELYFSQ
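System: Procaspase-7 triple mutant (PC-7 D3A); measure: % activation from two-timepoint absorbance difference, scaled to controls; times: 1 h compound preincubation, 2 h substrate cleavage, 25 °C; also added: Ac-DEVD-pNA substrate, 400 µM as added; measured by: Epi-absorbance of released pNA at 405 nm, two timepoints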
PAFAH2 FP inh: PAFAH2 enzyme inhibitors, primary screen, biochemical, fluorescence polarization, human; Platelet-activating factor acetylhydrolase 2, cytoplasmic (Homo sapiens), Q99487; recombinant PAFAH2, FP-rhodamine activity probe; inhibition, % at 3.39 µM; 0.99% of 340,000 active; AID 492956, 2010;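 active = inhibition above the mean over all tested compounds plus 3 SD, cut at about 30% in these data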;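 also: inhibitors block probe labeling of enzyme so polarization drops; 0% = enzyme with DMSO and 100% = wells lacking PAFAH2 protein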
TPT1 inh: Candida albicans TPT1 enzyme inhibitors, primary screen, biochemical, fluorescence polarization | tRNA 2'-phosphotransferase TPT1 (Candida albicans SC5314) | 0.81% of 300,000 active | recombinant caTPT1, FP RNA substrate dephosphorylation | inhibition, % at 5 µM;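 active = inhibition above the mean of all tested compounds plus 3 SD, set per screening campaign, cut at about 24% in these data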;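 also: plate controls were DMSO alone for no effect and ferristatin control at 100 nM for full effect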
Numbers without * were called inactive; / = no result given.

Below each compound – PAFAH2 FP inh	AHR activator	PP1 inh	TPT1 inh	proCasp3 act	proCasp7 act	CTSL1 counter	PP5 inh	HCV core dimer
- NNC(=O)c1ccc(CSc2cccc3cccnc23)cc1
    7	14	2	0	-2	-10	-7	1.4	4
- CC(NCCOc1ccccc1F)C(=O)Nc1ccc(S(N)(=O)=O)cc1 (configuration not stated)
    3	14	-2	5	4	8	4	0.5	1
- COc1ccc(OC)c(CNC(=O)Cc2c(C(=O)O)[nH]c3ccccc23)c1
    -1	7	1	-2	-4	-7	0	1.7	-6
- O=C(Nc1cccnc1)c1cc(-c2ccc(Cl)cc2)on1
    2	0	0	0	6	-7	-3	-0.6	1
- CC1=C(C(N)=O)C(c2ccccc2[N+](=O)[O-])n2ncnc2N1 (configuration not stated)
    6	31	-3	1	-7	4	0	0.6	-5
- Cc1cc(-c2ccc(N3CCOCC3)cc2)nc2ccccc12
    -4	/	-2	-8	3	10	-1	2.3	3
- COc1ccc(NC(=O)CN(C)C(=O)c2cn(-c3ccccc3)nc2-c2ccc(Cl)cc2)cc1
    -8	3	-1	0	4	-1	-2	3.7	9
- CN(C)CCCNS(=O)(=O)c1ccc(N2CCN(Cc3ccc4c(c3)OCO4)CC2)c([N+](=O)[O-])c1
    4	0	-3	4	6	14	0	1.6	-7
- CCN(C(=O)CCNC(=O)Cn1cnc2ccccc2c1=O)c1ccccc1F
    5	0	-6	2	-4	-1	4	-1.0	-1
- O=C(COc1ccccc1)N1CCN(C(=O)c2ccco2)CC1
    2	0	0	-2	-5	-2	-4	-1.3	-1
- C[C@H](NC(=O)c1cccc([N+](=O)[O-])c1)C(=O)OCC(=O)c1ccccc1Br
    1	0	/	/	10	10	/	/	/
- CCS(=O)(=O)Nc1ccc(C2=NN(C(C)=O)C(c3cccs3)C2)cc1 (configuration not stated)
    0	-2	-3	-1	1	4	6	-2.4	-4
- Cc1c(-c2ccccn2)c(=O)[nH]n1-c1ccc(F)cc1
    0	91*	-1	-1	1	-3	-2	0.0	-3
- CC1CCN(CC(=O)Nc2ccc(C(=O)N3CCCCC3)cc2)CC1
    -8	-4	5	-1	0	-2	-2	0.5	-11
- Brc1cnc2nc[nH]c2c1
    -2	1	-5	0	0	4	1	-0.9	2
- COc1ccc(C(=O)c2nccc3cc(OC)c(OC)cc23)cc1OC
    12	1	2	/	0	-4	/	13*	/
- CCOC(=O)c1c(C)n(OCc2ccccc2)c2ccc3c(no[n+]3[O-])c12
    -4	2	-5	-2	2	-5	-1	2.5	-1
- CC(Oc1ccc(C#N)cc1)C(=O)NC1CCCC1 (configuration not stated)
    -3	0	-3	/	2	-5	/	-0.1	/
- O=C1CS/C(=N/N=C2C3CC4CC(C3)CC2C4)N1
    -2	5	-3	-5	3	1	-3	-1.1	2
- O=C(CCCN1C(=O)CCC1=O)Nc1ccccc1F
    3	3	-2	-3	-3	1	3	0.0	-2
- COc1ccc(C(=O)/C=C/Nc2ccc(NC(C)=O)cc2)cc1OC
    -4	-4	-10	7	-3	-2	4	4.1	-7
- Cn1c(CN2CCCCC2)c(C#N)c2ccccc21
    3	-4	2	0	1	-14	2	1.7	-2
- Cc1ccc(S(=O)(=O)N[C@@H](Cc2ccccc2)C(=O)CCl)cc1
    11	0	-2	-1	-22	-28	70*	1.2	14
- O=C(O)CCNS(=O)(=O)c1ccc(Oc2ccccc2Cl)cc1
    7	0	-2	-2	2	8	0	1.9	-2
- CCc1nnc(NC(=O)CSc2nnc(Cc3ccc(OC)cc3)o2)s1
    8	1	-4	-3	4	0	-3	0.6	-1
- O=C1COc2ccc(C(=O)COC(=O)c3c(F)cccc3Cl)cc2N1
    1	0	-3	/	8	5	/	3.0	/
- CC1CCN(c2ccc(S(=O)(=O)N3CCC(C)CC3)cc2N)CC1
    1	-1	-4	-3	14	9	-1	0.7	11
- CCOC(=O)c1cc(-c2ccco2)nn1-c1ccc(C)cc1
    9	2	-2	9	5	-2	2	1.5	23
- N#CCOc1ccccc1P(=O)(c1ccccc1)c1ccccc1
    7	0	-1	2	5	-1	6	2.0	1
- COC(=O)CN1C(c2cccc(Cl)c2)=Nc2ccc(Cl)cc2C1c1ccccc1 (configuration not stated)
    -3	15	2	0	-5	12	0	2.2	-3

Below each compound – PAFAH2 FP inh	AHR activator	PP1 inh	TPT1 inh	proCasp3 act	proCasp7 act	CTSL1 counter	PP5 inh	HCV core dimer
- Cc1nc([N+](=O)[O-])cn1CC(O)c1ccc(-c2ccccc2)cc1 (configuration not stated)
    /	0	-2	-5	-10	1	2	0.2	3
- CCOc1ccc(N(CC)C(=O)c2nn(-c3ccc(OC)cc3)c(=O)c3c2c2ccccc2n3C)cc1
    1	7	-3	-3	7	2	1	5.0	20
- CCOc1nc(Nc2ccccc2)nc(OCC)n1
    4	7	-3	4	1	9	-2	-0.8	3
- CCCCC1=NN(C(=O)c2ccco2)C(O)(C(F)(F)F)C1 (configuration not stated)
    -7	-1	2	-5	-5	8	4	1.1	1
- CC(C)(C)C(=O)NCCCc1nc2ccccc2n1CCCOc1ccc(Cl)cc1
    5	0	-1	-3	2	-3	2	1.1	-2
- CC(C)NC(=O)CN(Cc1ccc(F)cc1)C(=O)CCC(=O)Nc1ccccn1
    3	-2	2	-3	9	-1	2	2.1	1
- O=C(Nc1cc(S(=O)(=O)N2CCOCC2)ccc1Oc1ccc(F)cc1)C1=COCCO1
    1	2	1	2	0	3	-5	-0.1	-5
- Cc1ccc(N=C2CCCCCN2C)c(C#N)c1
    -3	0	-10	-3	-2	-3	-5	-0.1	2
- CCOc1ccc(NC(=O)CS(=O)CC(=O)NC2CCCc3ccccc32)cc1 (configuration not stated)
    1	-1	0	2	0	4	-2	0.7	-4
- COc1ccc(/C=C/C(=O)NCC(=O)N/N=C/c2cccs2)cc1
    1	3	0	0	3	1	1	0.3	-8
- CC(=O)c1ccc(OC(C)C)c(CN2CCCCC2)c1
    -10	-1	-7	-3	10	5	-2	1.6	0
- Cc1ccc(NC(=O)CN(C)CCOc2ccccc2)c([N+](=O)[O-])c1
    4	-2	-2	-1	8	-7	1	0.7	10
- Cc1cc(SCC(=O)OCC(=O)NCc2ccc3c(c2)OCO3)c(C)cc1Br
    -2	-2	3	1	2	6	-8	3.0	4
- CCCCCCCCCS(=O)(=O)N/N=C/c1cccc([N+](=O)[O-])c1
    18	5	1	2	-6	2	-2	2.3	2
- Cc1ccc(C2C(C#N)=C(N)Oc3nc(-c4ccccc4)[nH]c32)o1 (configuration not stated)
    2	4	-3	-1	2	-9	2	4.7	-7
- CCOC(=O)Cc1csc(NC(=O)C(C)c2ccc([N+](=O)[O-])cc2)n1 (configuration not stated)
    1	0	-1	1	7	2	4	0.5	-7
- Cc1nc2ccccc2cc1C(=O)N/N=C/c1ccc([N+](=O)[O-])cc1
    -9	13	3	1	-7	-2	1	4.7	0
- CCCc1cc(=O)n2[nH]c(NCc3ccccc3Cl)nc2n1
    16	-1	5	1	-16	-7	-3	2.1	-2
- CCOC(=O)c1nonc1NC(C)=O
    1	4	3	-3	5	-5	-4	0.6	-7
- CCOC(=O)CC(=O)c1sc2c(c1N)c(=O)[nH]c(=O)n2-c1ccc(OC)cc1
    -6	-1	2	1	9	8	0	2.2	11
- Cc1ccc(-c2c3c(=O)n(C)c(=O)n(C)c3cn2Cc2ccccn2)cc1
    2	4	-1	-3	-4	1	-2	3.5	6
- CCC(=O)Oc1ccc2c(c1)OC1(OC(C)=O)OC(C)CC1=C2C (configuration not stated)
    3	3	-2	-1	-39	-1	-29	2.1	4
- C1CCN(c2nc(N3CCCCC3)nc(N3CCNCC3)n2)CC1
    -1	-1	-2	-1	11	5	3	-0.1	-7
- Cc1ccc(S(=O)(=O)N2CCC(C(=O)O)CC2)cc1C(=O)O
    8	3	3	-1	2	3	-3	-3.0	0
- COc1cc(S(=O)(=O)N2CCN(C)CC2)c(OC)cc1Br
    12	-3	-4	-1	5	-3	-2	2.1	-7
- Cc1ccc(C)c(OCCC(=O)OCC(=O)N2CCN(S(=O)(=O)c3ccc(Cl)cc3)CC2)c1
    -2	-1	-3	-7	-11	2	-25	-1.3	0
- C[C@H](CO)N1C[C@H](C)[C@@H](CN(C)S(=O)(=O)c2ccc(F)cc2)Oc2c(NC(=O)Nc3ccccc3)cccc2C1=O
    1	1	/	/	7	5	/	/	/
- CS(=O)(=O)N(CC(=O)Nc1ccccc1Sc1ccccc1)C1CCCCC1
    -2	1	3	2	-3	-9	2	3.8	0
- Cc1ccc(NC(=O)CSCC(=O)N2CCOCC2)cc1
    5	2	-3	-1	4	5	0	-2.4	4
- O=S(=O)(c1ccc(NC(=S)NCCC(c2ccccc2)c2ccccc2)cc1)N1CCOCC1
    -107	2	12	-1	-4	-9	1	6.8	13

Below each compound – PAFAH2 FP inh	AHR activator	PP1 inh	TPT1 inh	proCasp3 act	proCasp7 act	CTSL1 counter	PP5 inh	HCV core dimer
- CCNc1nc(CN2CCCCC2)nc2scc(-c3ccccc3)c12
    3	-1	-3	1	5	6	0	3.3	-8
- COc1cc(C(C)=O)ccc1Oc1cc(NN2CCCCC2)c([N+](=O)[O-])cc1[N+](=O)[O-]
    -7	-5	1	-1	-4	-14	-5	1.2	6
- CC(=O)Nc1ccc(S(=O)(=O)N2CCN(CCCOc3cc(C)ccc3C)CC2)cc1
    -11	-3	2	-4	3	4	3	5.0	0
- O=C(Cc1cccs1)Nc1ccccn1
    8	17	1	-9	-3	13	-10	-1.6	7
- CSc1ccc(Cc2ccc(Cl)cc2Cl)nn1
    3	6	-1	1	1	-4	-1	3.7	-1
- CCC(=O)Nc1cc(C(=O)NCC2CCCN2CC)c(OC)cc1N(C)C (configuration not stated)
    -8	1	0	-2	4	12	0	2.5	1
- COc1cc(OC)c(NC(=O)Cn2cnc3sc(C)c(S(=O)(=O)N4CCOCC4)c3c2=O)cc1Cl
    -1	1	-2	-6	3	5	0	3.9	-3
- Cc1ccc(Oc2coc3cc(O)ccc3c2=O)cc1
    -3	0	-1	-1	0	5	2	0.9	6
- COc1ccc(NCc2nc3ccccc3n2C)cc1
    -1	53*	1	0	0	3	-11	2.5	-3

Source: PubChem (The Scripps Research Institute Molecular Screening Center)

This is a random part of the collection; about 5.6% have a hit in one of these screens.
